Rac1 act GTP bind – modulators of GTP binding to human Rac1 activated mutant; GST-Rac1 activated beads, fluorescent GTP binding, flow cytometry; actives lie on both sides; 100% means binding = to untreated wells; 0.11% of 190,000 active; percent activity (GTP binding), % at 10 µM; P63000; AID 764;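 active = GTP binding at least 20 percentage points away from the 100% baseline, in either direction, so actives lie on both sides; inconclusive = Compound likely fluorescent itself, or too few beads counted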
Avidin bead fluor – avidin bead compound fluorescence profile. 0.38% of 220,000 active. AID 1775. fluorescence (KMESF) at 10 µM. Avidin beads, compound fluorescence 488/530 nm, flow cytometry; stronger effect = higher value; in the data active = fluorescence above about 47; also: inactives centre near 10
Pf gamet viab – inhibitors of late stage P. falciparum gametocyte viability | P. falciparum stage V gametocytes, ATP luminescence, 24 h | inhibition, % at 10.9 µM | 0.065% of 150,000 active | AID 743093;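 active = inhibition above the mean plus 3 SD of compounds within the control limits, set per campaign, cut at about 38% in these data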;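 also: 0% = DMSO wells and 100% = medium only without gametocytes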
HRas wt GTP – modulators of GTP binding to human HRas wildtype | P01112 | GST-Ras wt beads, Bodipy-FL-GTP binding, flow cytometry; actives lie on both sides | GTP binding activity, % at 10 µM | 0.14% of 190,000 active | AID 759;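 active = GTP binding activity at least 20% away from the 100% baseline, either lowered as inhibitor or raised as activator; inconclusive = flagged as likely green fluorescent, judged across all proteins in the well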;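 also: 0% = unlabeled GTP competition control and 100% = no-compound control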
Target sequence (P01112 whole entry, looked up): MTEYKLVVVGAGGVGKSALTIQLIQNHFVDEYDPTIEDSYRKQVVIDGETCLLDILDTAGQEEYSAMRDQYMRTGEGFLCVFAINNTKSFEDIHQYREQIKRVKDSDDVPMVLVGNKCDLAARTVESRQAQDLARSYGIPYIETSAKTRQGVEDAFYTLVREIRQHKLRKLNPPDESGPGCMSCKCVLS
Rab7 wt GTP bind – dog Rab7 wildtype GTP binding, inhibitors and activators; GST-Rab7 beads, fluorescent GTP binding, flow cytometry; actives lie on both sides; untreated = 100%, excess cold GTP = 0%; GTP binding activity (percent of control), % at 10 µM; 0.055% of 190,000 active;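 active = fluorescent GTP binding to Rab7 beads changed by at least 20 points from the 100% baseline, either direction, mostly lower; inconclusive = compound itself probably fluorescent, or too few beads counted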;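 also: median green fluorescence of bound Bodipy-FL-GTP per Rab7 bead population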
Mcl-1 Bim block – human Bim-Mcl-1 interaction inhibition; Q07820; Bead-based flow cytometry, Bim peptide-Mcl-1 binding; inhibition, % at 10 µM; 0.1% of 190,000 active; AID 1009; in the data active = inhibition above about 40%;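 also: 0% = no compound tracer wells and 100% = peptide blocker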
Target sequence (Q07820 whole entry, looked up): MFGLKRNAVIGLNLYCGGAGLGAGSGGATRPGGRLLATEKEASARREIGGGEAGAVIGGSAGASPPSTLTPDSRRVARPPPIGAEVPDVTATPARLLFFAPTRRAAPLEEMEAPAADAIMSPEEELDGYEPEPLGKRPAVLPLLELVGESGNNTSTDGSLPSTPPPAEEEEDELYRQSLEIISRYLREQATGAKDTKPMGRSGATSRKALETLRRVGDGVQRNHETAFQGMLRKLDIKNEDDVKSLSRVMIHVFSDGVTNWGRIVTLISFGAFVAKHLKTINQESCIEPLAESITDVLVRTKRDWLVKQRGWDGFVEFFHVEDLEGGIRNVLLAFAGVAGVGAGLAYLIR
Mcl1-Noxa inh – Mcl-1/Noxa interaction inhibition | inhibition, % at 21.7 µM | TR-FRET Mcl-1/Noxa peptide binding, 2 h | 1.5% of 220,000 active | Q07820 | AID 1022;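 active = compounds that cut the protein-peptide binding signal by more than 50% relative to plate controls in a single-dose test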;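 also: His-tagged Mcl-1 with rhodamine Noxa BH3 peptide and terbium anti-His antibody; 0% = Mcl-1 plus Noxa peptide wells and 100% = peptide-only wells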
Rac1 wt GTP bind – modulators of human Rac1 wildtype GTP binding | AID 757 | 0.27% of 190,000 active | P63000 | GST-Rac1 beads, fluorescent GTP binding, flow cytometry; actives lie on both sides; 0 = cold GTP competed, 100 = untreated | GTP binding activity (% of control), % at 10 µM;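 active = GTP binding activity at least 20 points away from the 100% control level, either lower or higher; inconclusive = compound flagged as likely green fluorescent, judged across all proteins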
Cdc42 wt GTP – changes GTP binding to wildtype human Cdc42; GST-Cdc42 beads, Bodipy-GTP binding, flow cytometry; actives lie on both sides; percent activity (GTP binding), % at 10 µM; 0.2% of 190,000 active; AID 761;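 active = percent activity GTP binding at least 20 points away from the 100% baseline, either down as inhibitor or up as activator; inconclusive = compound flagged as likely green fluorescent from well-wide comparison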;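 also: median bead fluorescence of bound Bodipy-FL-GTP at 100 nM; 0% = excess unlabeled GTP control and 100% = no compound control; below 100% means less GTP binding so inhibitor and above means activator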
Target sequence (P60953 whole entry, looked up): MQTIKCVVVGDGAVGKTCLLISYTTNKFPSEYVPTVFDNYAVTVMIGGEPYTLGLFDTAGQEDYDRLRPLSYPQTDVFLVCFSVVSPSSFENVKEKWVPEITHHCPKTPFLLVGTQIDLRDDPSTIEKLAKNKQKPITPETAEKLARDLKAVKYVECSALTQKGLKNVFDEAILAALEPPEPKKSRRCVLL
Rab2A wt mod – changes GTP binding to wildtype dog Rab2A, up or down | GTP binding activity, % at 10 µM | P61105 | GST-Rab2 wt beads, Bodipy-GTP binding, flow cytometry | 0.19% of 190,000 active;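 active = GTP binding activity at least 20 points away from 100%, either lowered or raised; inconclusive = signal likely due to the compound's own green fluorescence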;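 also: 0% = beads with excess unlabeled GTP and 100% = no-compound control corrected for plate trend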
Mcl1-Bid inh – Mcl-1/Bid interaction inhibition | TR-FRET Mcl-1/Bid-Dy647 peptide binding, 1536-well | AID 1021 | inhibition, % at 21.7 µM | Q07820 | 0.97% of 220,000 active;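 active = compounds that cut the binding signal by more than half at the single screening dose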;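 also: His-tagged Mcl-1 with europium anti-His antibody binding Bid BH3 peptide; 0% = Mcl-1 plus peptide wells and 100% = peptide-only wells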
Active calls of the source: *; ? = inconclusive; nt = not tested or not shown.

SMILES	Rac1 act GTP bind	Avidin bead fluor	Pf gamet viab	HRas wt GTP	Rab7 wt GTP bind	Mcl-1 Bim block	Mcl1-Noxa inh	Rac1 wt GTP bind	Cdc42 wt GTP	Rab2A wt mod	Mcl1-Bid inh
Cc1ccc(N(CC(=O)Nc2cc(C)cc(C)c2)S(=O)(=O)c2cccc3nonc23)cc1	99	11	nt	101	100	2	7	106	98	100	-13
CCn1c(=O)c(C(=O)CN(C)Cc2ccc(F)cc2)c(N)n(Cc2ccccc2)c1=O	96	22	30	99	102	-1	3	98	95	98	-21
CCOC(=O)C1=C(C)N=c2s/c(=C\c3ccc(OCC(=O)O)cc3)c(=O)n2C1c1ccc(OC(C)C)cc1 (configuration not stated)	88	2	-6	90	94	-2	36	85	88	84	-39
CCN(CC)CCn1c2ccccc2c2cnc(N=CN(C)C)c(C#N)c21	100	9	nt	102	99	2	nt	103	103	101	nt
O=C(c1ccco1)N1CCN(c2cc(=O)n(-c3ccc(Cl)cc3)c(=O)[nH]2)CC1	103	3	nt	101	98	3	3	109	102	102	-33
COc1ccc(NC(=O)CCCn2c(=O)c3sccc3n(Cc3ccccc3)c2=O)cc1	101	12	-16	104	102	-3	13	104	104	104	-3
CCCCOC(=O)Nc1ccc(S(=O)(=O)Nc2ncccn2)cc1	95	10	14	99	102	-3	16	98	98	97	-27
CCCc1nc2ccccc2c(=O)n1N	96	8	4	97	96	-2	12	95	99	98	-5
Cc1cc(NC(=O)C2C3C(=O)N(Cc4ccc(Cl)cc4)C(C(=O)NC4CCCCC4)C34C=CC2(C)O4)no1 (configuration not stated)	98	11	nt	99	98	-1	-7	96	98	99	-2
CSc1ccc(/C=N/NC(=O)CN2CCN(Cc3ccccc3Cl)CC2)cc1	95	10	-31	96	98	-2	8	100	98	95	-6
Cc1ccc(C(=O)Nc2ccc3c(c2)OCO3)o1	91	12	-24	95	93	0	6	92	93	94	-8
N#Cc1cc(NCC2CCCO2)c([N+](=O)[O-])cc1C#N (configuration not stated)	102	13	-14	103	102	-1	-5	108	107	102	-17
Cc1ccccc1CN1C[C@@H]2C[C@@H](c3cn[nH]c3-c3ccccc3)N3CCC[C@@]23C1=O	96	8	-6	101	97	2	-18	99	101	98	2
CCSC1=NCCN1S(=O)(=O)c1ccc(Cl)cc1	98	10	nt	96	97	-1	-4	98	99	98	2
CC(C)N1C(=O)NC2(c3ccccc3)N(C)C(=O)N(C)C12c1ccccc1 (configuration not stated)	98	6	4	100	96	-2	12	104	102	98	-6
CN(C)c1ccc(C2CC(c3cccc(NS(C)(=O)=O)c3)=NN2C(=O)c2ccccc2)cc1 (configuration not stated)	89	2	nt	90	94	-3	36	90	88	93	-41
Cc1cccc2cc(C#N)c(NCCNC(=S)NCCCN3CCOCC3)nc12	?	15	nt	?	?	-8	10	?	?	?	-40
COc1cc(OC)nc(Oc2ccc(NC(C)=O)cc2)n1	96	11	-3	97	101	0	4	94	93	97	-29
CN(C)CCNC(=S)Nc1ccc(Cl)cc1	96	32	nt	99	98	-1	15	95	99	95	-28
O/N=C(\c1ccccn1)C1CC1c1ccccc1 (configuration not stated)	96	28	-6	98	102	-2	6	98	95	100	30

As entered above:
Pf gamet viab result of CC(C)N1C(=O)NC2(c3ccccc3)N(C)C(=O)N(C)C12c1ccccc1 (configuration not stated) = 4
HRas wt GTP result of CN(C)c1ccc(C2CC(c3cccc(NS(C)(=O)=O)c3)=NN2C(=O)c2ccccc2)cc1 (configuration not stated) = 90

(cont.)
SMILES	Rac1 act GTP bind	Avidin bead fluor	Pf gamet viab	HRas wt GTP	Rab7 wt GTP bind	Mcl-1 Bim block	Mcl1-Noxa inh	Rac1 wt GTP bind	Cdc42 wt GTP	Rab2A wt mod	Mcl1-Bid inh
CCCCC(=O)NNC(=S)NC(=O)c1cccc([N+](=O)[O-])c1	99	8	-7	102	99	-3	-58	101	102	101	-156
CC(C)(C)c1cn(-c2ccc(Cl)cc2)c(=S)[nH]1	96	5	-5	98	95	4	0	99	101	95	-70
Cn1[nH]c(C(F)(F)F)c(C=Nc2ccc(Cl)cc2)c1=O	98	11	12	101	98	0	23	99	103	102	-19
COc1ccc(C)cc1NC(=O)C(OC(=O)c1cccc(S(=O)(=O)N(C)c2ccccc2)c1)c1ccccc1 (configuration not stated)	100	8	nt	100	100	-2	3	104	101	100	-12
Fc1ccc(CSc2nc3ncccc3[nH]2)cc1	99	4	nt	99	103	0	2	100	100	100	0
Cn1c(C(=O)NCCCN2CCCCC2)cc2sccc21	102	9	nt	105	103	-1	18	107	103	102	-16
CC1(C)OC(=O)N(CC(=O)Nc2cccc(C(F)(F)F)c2)C1(C)O (configuration not stated)	97	16	22	99	105	0	-18	101	100	102	-27
Cn1cc(/C=N\NC(=O)c2cccs2)c2ccccc21	93	25	2	96	96	0	8	98	97	97	-14
Cc1n[nH]c(=O)nc1NCCN(C)C	102	4	nt	103	103	2	-4	105	106	102	-38
COc1ccc(C(=O)NNC(=O)CSc2nnc(COc3ccccc3OC)n2C)cc1	98	5	8	97	96	-2	8	101	101	98	-7
Cc1ccccc1OCC(=O)Nc1ccc(N2CCN(S(C)(=O)=O)CC2)cc1	99	9	-1	103	103	0	-2	105	105	103	-16
CCC(C)NCCOCCOc1ccc(C)cc1Br (configuration not stated)	97	9	-8	103	100	4	16	98	102	103	29
Cn1c(=O)[nH]c(=O)c2c1nc(N1CCCCC1)n2CCCSc1nnnn1-c1ccccc1	96	14	1	98	97	-2	19	99	101	97	-6
O=C(CSc1ccc(-c2ccc(F)cc2)nn1)N1CCOCC1	98	8	-18	99	92	0	-8	107	97	100	-13
CCOC(=O)C1CCN(C(=S)Nc2ccc(CC)cc2)CC1	96	13	22	98	103	0	0	101	99	98	-54
OC1CCNC(=S)N1c1ccccc1 (configuration not stated)	98	21	6	95	94	2	13	99	96	94	-36
COc1ccc(CC(=O)Nc2ccc(-c3nc4cc(C)ccc4o3)c(O)c2)cc1OC	96	31	-2	96	95	-2	17	98	99	93	48
O=S(=O)(N1CCCCC1)N1CCN(c2ccccc2F)CC1	99	70*	nt	100	100	-4	8	101	102	102	-8
O=C(NNc1c2ccccc2nc2ccccc12)c1cccc(O)c1	99	6	2	98	101	-10	46	108	103	95	-39
CCOC(=O)C(C)Oc1cccc2c(=O)n(CC(=O)NCc3ccco3)ccc12 (configuration not stated)	98	7	nt	99	95	0	8	103	100	100	-21
CCOc1ccc(C2=NNC(c3cccnc3)=Nc3ccc(OC)cc32)cc1	100	11	-13	101	108	0	15	102	100	102	-22
CC1(C)OC1COc1c2ccoc2cc2oc(=O)ccc12 (configuration not stated)	95	6	-10	96	100	0	5	92	98	98	-37
Cc1cc2nn(-c3cccc4ccccc34)nc2cc1NC(=O)c1cccs1	93	18	-8	99	102	-3	-6	93	96	98	-1
COc1ccc(OC)c(C2=NOC(C(=O)N3CCCc4ccccc43)C2)c1 (configuration not stated)	98	30	-11	98	95	-1	15	98	99	97	-6
O=C(NCc1cccnc1)C1CC(c2ccc(F)cc2)=NO1 (configuration not stated)	98	16	nt	104	102	1	8	102	103	100	-16
COc1cccc(NC(=O)CCc2nc(-c3ccccc3F)no2)c1	98	5	nt	98	97	-4	6	100	100	99	-17
O=C(NCCCN1CCOCC1)c1csc2c1CCCC2	99	8	nt	102	103	5	11	104	101	100	-29
COc1ccc(NC(=S)NCCC2=CCCCC2)cc1OC	94	7	8	97	105	-3	7	97	92	98	-49
Cn1c(-c2cnn(-c3ccccc3)c2-n2cccc2)n[nH]c1=S	94	8	9	98	113	-6	22	98	95	101	-12
CN(C)c1ccc(N=Cc2nc(-c3ccccc3)oc2OC(=O)c2cccc(Br)c2)cc1	97	4	-10	95	100	-3	16	101	94	98	-47
CCOC(=O)c1c(NC(=O)Cn2nc(C(F)F)cc2C(F)F)sc(C)c1C	95	10	2	99	101	0	6	101	100	100	-38
Cc1c(C(=O)NCCSCc2c(Cl)cccc2Cl)cccc1[N+](=O)[O-]	98	8	9	100	98	-1	4	101	101	100	10
Cc1ccc(-n2c(C)nc3c(cnn3-c3ccc(F)cc3)c2=O)cc1C	95	22	nt	94	90	0	-4	98	95	95	-41
COc1ccc(N2C(=O)C3C(C2=O)C2C=CC3C23CC3)c(OC)c1 (configuration not stated)	100	31	nt	100	104	-2	2	106	101	100	-8
CN(C)C(CNC(=S)Nc1cccc(Cl)c1)c1ccccc1 (configuration not stated)	94	8	1	104	107	0	10	100	100	100	-34
CCN1C(=O)/C(=C\N2CCCCCC2)SC1=S	101	19	nt	105	104	-3	-2	103	107	104	-52
CCOc1ccc(/C=N/NC(=O)CNC(=O)c2ccc(S(=O)(=O)N3CCOCC3)cc2)cc1	99	10	nt	102	104	0	10	102	102	102	-16
CCOC(=O)C1CCN(CC(=O)Nc2c(C(=O)OC)[nH]c3ccccc23)CC1	95	17	nt	95	94	-1	13	94	94	93	-33
CC(C)(C)NC(=O)c1cc(F)c(F)cc1Cl	100	11	nt	99	98	0	7	100	103	97	-11
COc1ccc(/C(C)=N/NS(=O)(=O)c2cc(C)ccc2C)c(OC)c1	94	7	9	95	101	-3	-4	99	98	96	-12
Oc1csc(Cc2nc(-c3ccc4ccccc4c3)cs2)n1	97	14	nt	99	99	1	-15	98	98	100	-51
C=CCNC(=S)/N=c1\sccn1C	98	9	nt	100	100	-3	18	105	99	98	-18
Cc1c(NC(=O)CSc2cccc3cccnc23)c(=O)n(-c2ccccc2)n1C	99	11	11	100	101	-5	-2	100	96	101	1
O=C(/C=C/c1ccccc1)Nc1cc(S(=O)(=O)N2CCOCC2)ccc1N1CCCC1	98	22	nt	96	96	1	11	101	99	99	-23
CCCN1CCOC(CC(=O)Nc2ccc([N+](=O)[O-])cc2)C1=O (configuration not stated)	97	11	-40	99	96	2	11	101	103	102	-12
CC1(C)CC(=O)C2=C(C1)Nc1ccccc1NC2	98	23	nt	99	108	-2	5	95	94	98	-41
CCCS(=O)(=O)n1nc(-c2ccc(OC)cc2)cc1N	100	7	nt	101	103	0	-6	104	102	101	-14
O=C(Nc1ccc(O)c2c(=O)cc(-c3ccccc3Cl)oc12)c1cccc(Cl)c1	102	10	-13	100	94	-3	3	104	103	100	2
O=C(Cc1cccc2ccccc12)N/N=C/c1ccc(O)c([N+](=O)[O-])c1	95	11	24	98	104	1	14	99	95	100	-16

Compounds were not picked by outcome. Share with any hit: about 2.7%.
